TRPML3 agonist = human TRPML3 channel agonists, primary screen, cell-based, HEK293 TRPML3-YFP, Fluo-8 calcium fluorescence, 3 µM | Mucolipin-3 (Homo sapiens), Q8TDD5 | 100% = the carbachol control signal | activation, % at 3 µM | hit rate 0.29% among 220,000 | AID 1448, 2008;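 active = activation above its plate's cutoff, the mean activation of the plate's test wells plus 3 SD, cut at about 12% in these data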;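 also: 0% = DMSO only wells and 100% = carbachol wells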
Target sequence (Q8TDD5 whole entry, looked up): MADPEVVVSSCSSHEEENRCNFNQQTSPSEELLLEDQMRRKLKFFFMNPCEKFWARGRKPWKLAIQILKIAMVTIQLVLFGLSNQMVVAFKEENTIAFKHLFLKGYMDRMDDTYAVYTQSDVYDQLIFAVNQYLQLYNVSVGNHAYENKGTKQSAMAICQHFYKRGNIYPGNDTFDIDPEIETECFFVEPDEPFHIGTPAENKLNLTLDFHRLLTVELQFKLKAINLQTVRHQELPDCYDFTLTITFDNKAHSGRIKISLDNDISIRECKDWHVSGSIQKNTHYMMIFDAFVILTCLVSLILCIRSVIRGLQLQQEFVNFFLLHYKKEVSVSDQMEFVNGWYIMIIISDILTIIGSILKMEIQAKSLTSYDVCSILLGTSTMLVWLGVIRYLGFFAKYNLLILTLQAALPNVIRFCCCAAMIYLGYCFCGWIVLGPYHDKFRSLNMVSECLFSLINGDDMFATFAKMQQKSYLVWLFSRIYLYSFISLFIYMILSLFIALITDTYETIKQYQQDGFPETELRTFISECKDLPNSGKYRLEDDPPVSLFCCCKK
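Test system: HEK293 cells stably carrying human TRPML3-YFP; Doses: single dose, 3 µM final nominal compound, 0.3% DMSO final; Schedule: dye loading 1 h 37 °C then 30 min ambient, 125 s read; Technique: Fluo-8 calcium fluorescence; Benchmarks: high control carbachol 87 µM, low control DMSO.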
TRPN1 ag = zebrafish TRPN1 channel agonists, primary screen, cell-based, HEK293, calcium fluorescence; transient receptor potential cation channel N1 (TRPN1/NompC), Danio rerio; HEK293 zebrafish TRPN1-YFP, Fluo-8 calcium fluorescence; 100% = response to 87 µM carbachol; activation, % at 3 µM; hit rate 0.18% among 220,000;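 active = activation above its plate's cutoff, the mean activation of test wells on that plate plus 3 SD, cut at about 19% in these data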;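 also: 0% = DMSO alone and 100% = 87 µM carbachol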
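Material – zebrafish TRPN1-YFP in HEK293 cells · Doses – 3 µM single point · Schedule – dye 1 h 37 °C plus 30 min RT · Signal – Fluo-8 calcium fluorescence, excitation 470-495 nm, emission 515-575 nm · Read-out – % activation versus carbachol response · Control set – carbachol high, DMSO low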
S1P4 agonist = S1P4 receptor agonists, primary screen, cell-based | Sphingosine 1-phosphate receptor 4 (Homo sapiens), O95977 | S1P4-expressing cell line, agonist reporter assay | activation, % at 4.98 µM | hit rate 0.35% among 220,000 | AID 1509, 2009; in the data active = activation above about 11%;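 also: 0% = DMSO vehicle and 100% = reference agonist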
Target sequence (O95977 whole entry, looked up): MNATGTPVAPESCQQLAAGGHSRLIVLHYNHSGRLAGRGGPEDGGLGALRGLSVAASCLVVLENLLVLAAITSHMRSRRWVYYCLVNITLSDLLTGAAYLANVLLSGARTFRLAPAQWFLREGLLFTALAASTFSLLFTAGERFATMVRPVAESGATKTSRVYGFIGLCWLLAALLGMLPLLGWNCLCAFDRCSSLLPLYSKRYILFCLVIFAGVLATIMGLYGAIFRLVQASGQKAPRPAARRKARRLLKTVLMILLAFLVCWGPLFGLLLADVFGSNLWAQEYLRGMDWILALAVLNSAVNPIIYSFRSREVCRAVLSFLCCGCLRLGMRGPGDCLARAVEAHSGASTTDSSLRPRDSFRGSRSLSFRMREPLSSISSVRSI
PERK inh = block of dimerizer-induced PERK translation repression, primary screen, PERK inhibitor project, CHO PERK-DD cells, SEAP luminescence, HTS. inhibition, % at 5.6 µM. CHO PERK-DD fusion, SEAP luminescence translation reporter. hit rate 0.17% among 220,000. Eukaryotic translation initiation factor 2-alpha kinase 3 (Homo sapiens), Q9NZJ5;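 active = inhibition above the mean inhibition of all tested compounds plus 3 SD, set separately per screening campaign, cut at about 2.9% in these data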;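 also: PERK kinase domain activated by AP20187 dimerizer at 100 nM; 0% = DMSO with dimerizer and 100% = rapamycin at 8.4 µM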
m-calpain inh = inhibitors of pig calpain II, primary screen, biochemical, fluorogenic peptide substrate, 1536-well; purified calpain II, 30 min; inhibition, % at 16 µM; hit rate 0.37% among 220,000; AID 1236, 2008;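 active = inhibition above about 50%, limit read from the data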
BaF3 parental = parental Ba/F3 cell viability inhibition, counter-screen for JAK2V617F inhibitor project, murine pro-B, CellTiter-Glo luminescence | hit rate 1.1% among 220,000 | AID 1486, 2009 | CellTiter-Glo ATP luminescence | inhibition, % at 5.6 µM;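 active = inhibition above a per-campaign cutoff, the mean inhibition of all tested compounds plus 3 SD, cut at about 27% in these data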;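 also: 0% = DMSO wells and 100% = JAK Inhibitor I control wells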
EP2 mod = EP2 receptor modulators, cAMP readout, primary screen, cell-based, HTRF cAMP, PGE2 stimulation | EP2-expressing cells, cAMP HTRF FRET, PGE2 co-stimulation | induction, % at 25 µM | hit rate 0.83% among 260,000 | AID 940, 2007;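 active = compounds whose cAMP rise, as percent of the full-agonist control response, exceeds 60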;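 also: rat C6 glioma line stably carrying human EP2 under a CMV promoter; the protocol text gives 20 µM as final concentration; 100% = response of wells given 1 µM PGE2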
Ba/F3 V617F tox = reduced viability of JAK2V617F-dependent Ba/F3 cells, primary screen, JAK2V617F inhibitor project, cell-based, Ba/F3 EpoR-JAK2V617F, luminescence | inhibition, % at 5.6 µM | ATP luminescence | AID 1446, 2008 | hit rate 1.1% among 220,000;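 active = inhibition above the campaign mean plus 3 SD over all tested compounds, cut at about 24% in these data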;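 also: cytokine-independent growth of Ba/F3 cells driven by EpoR plus mutant JAK2; 0% = DMSO-treated cells and 100% = JAK inhibitor I control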
S1P4 antagonist = S1P4 receptor antagonists, primary screen, cell-based | Sphingosine 1-phosphate receptor 4 (Homo sapiens), O95977 | S1P4-expressing cells, antagonist mode, reporter read-out | inhibition, % at 4.98 µM | hit rate 0.26% among 220,000; in the data active = inhibition above about 29%;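 also: 0% = wells stimulated with agonist and 100% = vehicle wells without agonist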
Starred values were filed as active, the others as inactive; & = joins results of further samples.

How did Cn1c(-c2ccc(Cl)cc2)cnc1N do in these assays?
TRPML3 agonist: 0.8; TRPN1 ag: 0.2; S1P4 agonist: 0.1; PERK inh: 0.1; m-calpain inh: 22.1; BaF3 parental: 5.0; EP2 mod: -10.8&-70.8; Ba/F3 V617F tox: -1.5; S1P4 antagonist: -2.3

Results for COc1ccc(NC(=S)NCCc2c[nH]c3ccccc23)c(OC)c1 ?
TRPML3 agonist: -0.7; TRPN1 ag: -1.7; S1P4 agonist: 1.9; PERK inh: -0.4; m-calpain inh: 33.2; BaF3 parental: 2.2; EP2 mod: -57.9; Ba/F3 V617F tox: 0.8; S1P4 antagonist: 13.5

How did CSCC[C@H](NC(=O)CCCn1nnc2ccccc2c1=O)C(=O)O do in these assays?
TRPML3 agonist: 0.9; TRPN1 ag: 0.8; S1P4 agonist: 0.9; PERK inh: 0.5; m-calpain inh: -3.5; BaF3 parental: 0.5; EP2 mod: 3.2; Ba/F3 V617F tox: -1.3; S1P4 antagonist: 2.6

Results for O=C(NNC(=O)c1cc(-c2ccccc2)n(-c2ccccc2)n1)c1cccc([N+](=O)[O-])c1 ?
TRPML3 agonist: 0.8; TRPN1 ag: -0.1; S1P4 agonist: -1.5; PERK inh: 0.9; m-calpain inh: -123.3; BaF3 parental: 6.9; EP2 mod: 22.1; Ba/F3 V617F tox: -1.3; S1P4 antagonist: -11.1

Results for COc1ccc(/C=C2\SC(=S)N(NC(=O)c3ccncc3)C2=O)cc1OC ?
TRPML3 agonist: 0.7; TRPN1 ag: -0.7; S1P4 agonist: -0.6; PERK inh: 1.8; m-calpain inh: -6.8; BaF3 parental: 5.1; EP2 mod: 25.2; Ba/F3 V617F tox: -0.7; S1P4 antagonist: -4.7

What do the screens show for `COCCOC(=O)CC1=NC(=O)CS1`?
TRPML3 agonist: 0.5; TRPN1 ag: 2.0; S1P4 agonist: -1.5; PERK inh: 0.6; m-calpain inh: 7.5; BaF3 parental: 4.7; EP2 mod: -14.2; Ba/F3 V617F tox: 3.7; S1P4 antagonist: 13.6

What do the screens show for `CCOC(=O)N1CCC(n2c(SCC(=O)NCc3ccccc3)nc3ccccc3c2=O)CC1`?
TRPML3 agonist: -0.7; TRPN1 ag: -0.2; S1P4 agonist: 0.3; PERK inh: -0.7; m-calpain inh: 10.2; BaF3 parental: 8.7; EP2 mod: -19.8; Ba/F3 V617F tox: 3.8; S1P4 antagonist: -3.7

What do the screens show for `CN(C)CCC=C1c2ccccc2CCc2ccccc21`?
TRPML3 agonist: 0.7; TRPN1 ag: 0.7; S1P4 agonist: -2.2; PERK inh: -0.8; m-calpain inh: 7.4; BaF3 parental: 9.8; EP2 mod: 11.3&10.3&-1.2; Ba/F3 V617F tox: 4.1; S1P4 antagonist: -2.3

Results for CC1(C)C(=O)C2(CCCCC2)C(=O)OC1C(=O)c1ccccc1 (configuration not stated) ?
TRPML3 agonist: 7.1; TRPN1 ag: 0.0; S1P4 agonist: 1.0; PERK inh: 0.5; m-calpain inh: -0.1; BaF3 parental: 3.0; EP2 mod: 10.6; Ba/F3 V617F tox: 0.4; S1P4 antagonist: -1.8

Results for CCOC(=O)c1[nH]c2ccc(OC)cc2c1N=CN(C)C ?
TRPML3 agonist: 0.6; TRPN1 ag: 0.5; S1P4 agonist: -0.9; PERK inh: 1.7; m-calpain inh: -161.1; BaF3 parental: 2.7; EP2 mod: 8.5; Ba/F3 V617F tox: 0.5; S1P4 antagonist: 10.6

Results for COCC(=O)NC1CCN(S(=O)(=O)c2ccc(C(=O)O)cc2)CC1 ?
TRPML3 agonist: 0.2; TRPN1 ag: 1.9; S1P4 agonist: -0.5; PERK inh: 1.5; m-calpain inh: -3.1; BaF3 parental: 2.8; EP2 mod: 24.6; Ba/F3 V617F tox: -1.9; S1P4 antagonist: -5.6

Results for O=C(c1ccccc1)c1nccc2ccccc12 ?
TRPML3 agonist: -0.5; TRPN1 ag: -2.6; S1P4 agonist: 1.8; PERK inh: 0.2; m-calpain inh: 24.2; BaF3 parental: 2.3; EP2 mod: 15.2; Ba/F3 V617F tox: -3.1; S1P4 antagonist: -20.6

What do the screens show for `CN1CCN(c2nc(C(N)=O)cc(-c3ccccc3)n2)CC1`?
TRPML3 agonist: 0.3; TRPN1 ag: 0.8; S1P4 agonist: 0.6; PERK inh: -0.5; m-calpain inh: -41.5; BaF3 parental: 4.3; EP2 mod: 21.2; Ba/F3 V617F tox: -0.4; S1P4 antagonist: -25.8

Results for O=C(CSc1ccc2ccccc2c1)NC1CCCc2ccccc21 (configuration not stated) ?
TRPML3 agonist: 0.0; TRPN1 ag: -2.5; S1P4 agonist: 1.0; PERK inh: -0.2; m-calpain inh: 11.3; BaF3 parental: 1.4; EP2 mod: 14.5; Ba/F3 V617F tox: -1.1; S1P4 antagonist: -14.7

What do the screens show for `CCCC(C)C(=O)Nc1cc([N+](=O)[O-])ccc1F` (configuration not stated)?
TRPML3 agonist: 0.5; TRPN1 ag: 0.9; S1P4 agonist: 1.4; PERK inh: 0.1; m-calpain inh: 16.7; BaF3 parental: 3.1; EP2 mod: 44.0; Ba/F3 V617F tox: 3.4; S1P4 antagonist: -16.7

Results for O=C(Nc1ccc(Br)cc1)C1CCC(=O)N1Cc1ccccc1Cl (configuration not stated) ?
TRPML3 agonist: 0.7; TRPN1 ag: -0.1; S1P4 agonist: 0.6; PERK inh: -0.3; m-calpain inh: -15.5; BaF3 parental: -0.8; EP2 mod: -23.5; Ba/F3 V617F tox: 0.9; S1P4 antagonist: -8.2

Results for O=C(c1ccc(S(=O)(=O)N2CCCCC2)cc1)N1CCc2ccccc2C1 ?
TRPML3 agonist: 1.7; TRPN1 ag: 1.9; S1P4 agonist: -1.0; PERK inh: -0.1; m-calpain inh: 9.2; BaF3 parental: 0.6; EP2 mod: -53.6; Ba/F3 V617F tox: -4.6; S1P4 antagonist: 2.2

What do the screens show for `CCCCCn1c(CN2CCN(c3cccc(Cl)c3)CC2)nc2c1c(=O)[nH]c(=O)n2C`?
TRPML3 agonist: -0.7; TRPN1 ag: -2.6; S1P4 agonist: 0.1; PERK inh: -0.8; m-calpain inh: -4.1; BaF3 parental: 2.3; EP2 mod: 43.1; Ba/F3 V617F tox: -3.2; S1P4 antagonist: -12.0

What do the screens show for `O=c1cc(O)n(-c2ccccc2)c(=S)[nH]1`?
TRPML3 agonist: 0.6; TRPN1 ag: 0.8; S1P4 agonist: 0.2; PERK inh: -1.1; m-calpain inh: -12.2; BaF3 parental: 2.5; EP2 mod: 27.3; Ba/F3 V617F tox: -0.6; S1P4 antagonist: -25.3

Results for N#C/C(=C\c1ccco1)Sc1nc2ccccc2s1 ?
TRPML3 agonist: 0.2; TRPN1 ag: -2.0; S1P4 agonist: -1.0; PERK inh: 1.2; m-calpain inh: 22.8; BaF3 parental: 2.6; EP2 mod: -0.6; Ba/F3 V617F tox: -2.6; S1P4 antagonist: 17.1

What do the screens show for `CCCOc1ccccc1N/C(=N/c1nc(C)cc(C)n1)NC(=O)COc1ccc(OC)cc1`?
TRPML3 agonist: -0.6; TRPN1 ag: -0.4; S1P4 agonist: -1.5; PERK inh: -0.6; m-calpain inh: 17.9; BaF3 parental: 7.4; EP2 mod: 16.2; Ba/F3 V617F tox: 4.2; S1P4 antagonist: 9.2

Results for Cc1ccc(C)c(S(=O)(=O)N/N=C/c2cccnc2)c1 ?
TRPML3 agonist: 0.4; TRPN1 ag: -1.6; S1P4 agonist: 0.2; PERK inh: 0.6; m-calpain inh: -6.5; BaF3 parental: 5.3; EP2 mod: 32.9; Ba/F3 V617F tox: 0.6; S1P4 antagonist: -27.2

Results for Cc1cc(C)n(-c2nnc(NCc3ccc(Cl)cc3)nn2)n1 ?
TRPML3 agonist: -0.3; TRPN1 ag: -0.8; S1P4 agonist: 2.3; PERK inh: 0.0; m-calpain inh: 40.7; BaF3 parental: 6.4; EP2 mod: -56.2; Ba/F3 V617F tox: 2.8; S1P4 antagonist: 12.8

Results for COc1cccc(C(=O)Nc2cccc(-c3nc4ncccc4o3)c2C)c1 ?
TRPML3 agonist: 0.8; TRPN1 ag: 1.4; S1P4 agonist: -0.7; PERK inh: 0.0; m-calpain inh: 30.7; BaF3 parental: 1.7; EP2 mod: 22.6; Ba/F3 V617F tox: -1.3; S1P4 antagonist: 4.4

What do the screens show for `COc1ccc(CCNC(=S)N(C)C)cc1OC`?
TRPML3 agonist: 0.9; TRPN1 ag: 1.3; S1P4 agonist: -0.2; PERK inh: 1.0; m-calpain inh: -21.8; BaF3 parental: -0.4; EP2 mod: 4.2; Ba/F3 V617F tox: -2.3; S1P4 antagonist: -5.8

Results for O=c1cc(CN2CCCCC2)nc(C2CC2)[nH]1 ?
TRPML3 agonist: 0.8; TRPN1 ag: 0.4; S1P4 agonist: 0.3; PERK inh: 0.1; m-calpain inh: -4.7; BaF3 parental: 3.4; EP2 mod: 10.7; Ba/F3 V617F tox: -1.4; S1P4 antagonist: 5.3

What do the screens show for `COC(=O)c1cc(-c2ccc(Cl)cc2)n[nH]1`?
TRPML3 agonist: -1.0; TRPN1 ag: -1.8; S1P4 agonist: -0.7; PERK inh: 0.9; m-calpain inh: 24.9; BaF3 parental: 2.2; EP2 mod: 6.3; Ba/F3 V617F tox: 1.0; S1P4 antagonist: -4.6

How did Cn1ccnc1SCC(=O)Nc1cccc(C(F)(F)F)c1 do in these assays?
TRPML3 agonist: -0.5; TRPN1 ag: 0.2; S1P4 agonist: -2.1; PERK inh: 0.1; m-calpain inh: -3.7; BaF3 parental: 6.2; EP2 mod: 13.5; Ba/F3 V617F tox: 0.4; S1P4 antagonist: -16.5

What do the screens show for `CC(NC(=O)CSc1nc2ccccc2n1CCC#N)c1ccc(F)cc1` (configuration not stated)?
TRPML3 agonist: 0.2; TRPN1 ag: -0.2; S1P4 agonist: -1.8; PERK inh: -0.2; m-calpain inh: -21.4; BaF3 parental: 5.5; EP2 mod: 2.3; Ba/F3 V617F tox: -1.4; S1P4 antagonist: 0.2

Results for CCOC(=O)Cn1nc2sc3ccccc3n2c(=O)c1=O ?
TRPML3 agonist: 0.4; TRPN1 ag: 0.2; S1P4 agonist: 0.3; PERK inh: 0.1; m-calpain inh: 12.9; BaF3 parental: 0.6; EP2 mod: -29.6; Ba/F3 V617F tox: 0.8; S1P4 antagonist: -14.7

What do the screens show for `Cc1cc(=O)n2c(sc3ccccc32)c1C#N`?
TRPML3 agonist: -0.2; TRPN1 ag: 0.0; S1P4 agonist: 0.4; PERK inh: 0.7; m-calpain inh: -68.7; BaF3 parental: 5.5; EP2 mod: 5.1; Ba/F3 V617F tox: 1.6; S1P4 antagonist: -34.5

Screening results from PubChem BioAssay.
